# BLM helicase inh = blocks DNA unwinding by human BLM helicase; recombinant BLM DNA unwinding, fluorescence dequenching; Potency, µM (titrated, usually from 56.1 µM), without a hit: at the top dose activity change, negative = inhibition, actives largely listed as inhibitors; 350,000 compounds, 0.2% hits;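 also: plate controls were vehicle for no effect and no enzyme for full effect; nearly all actives have a fitted effect of over 35% in size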
# BAZ2B inh = BAZ2B (human) inhibition; Q9UIF8; AlphaScreen BAZ2B-H3K14Ac peptide displacement; Potency, µM (titrated, usually from 114 µM), for the others: top-dose activity change, negative = inhibition, actives largely listed as inhibitors; 360,000 compounds, 4.4% hits; also: % is scaled to controls: 0 for no effect and ±100 for the full control effect; nearly all actives have a fitted effect of over 60% in size
#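 Complex of BAZ2B and biotin-H3K14Ac (50 nM apiece) forms over 30 min at RT, then faces library compounds up to 110 uM for another 30 min; AlphaScreen beads added, 20 min dark incubation, luminescence read.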
# POLK inh = inhibitors of human DNA polymerase kappa; Q9UBT6; 400,000 compounds, 0.53% hits; purified Pol kappa, fluorescent DNA synthesis assay, 10 min; Potency, µM (series often up to 107 µM), for inactives: top-dose activity, negative = inhibition, most hits filed as inhibitors; AID 588579; also: % is scaled to controls: 0 for no effect and ±100 for the full control effect
#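 Here, compound and 10 nM enzyme are combined for 15 min at room temperature; adding 50 nM substrate (final) starts DNA synthesis, tracked by fluorescence at 0 and 10 min against buffer-only wells.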
# Pol iota inh = blocks human DNA polymerase iota activity. Q9UNA4. Pol iota fluorescent replication assay, 10 min. Potency, µM (titrated, usually from 115 µM), for the others: at the highest dose activity, negative = inhibition, usual class: inhibitors. 390,000 compounds, 1% hits
#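 Fluorescent replication assay read twice, at 0 min and 10 min after adding 50 nM (final) substrate. Enzyme (10 nM) and compounds were first incubated 15 min at room temperature; enzyme-free buffer wells were negative controls.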
# APE1 inh = inhibitors of human APE1 endonuclease | recombinant APE1, TAMRA/BHQ-2 abasic DNA cleavage fluorescence | AID 2517 | Potency, µM (titrated, usually from 65.8 µM), for the others: at the top dose activity change, negative = inhibition, hits mostly inhibitors | 350,000 compounds, 0.35% hits;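 also: plate controls were vehicle for no effect and reference inhibitor for full effect; nearly all actives have a fitted effect of over 55% in size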
#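 Incision of a quenched TAMRA/BHQ-2 THF abasic-site duplex (50 nM) by 0.75 nM APE1, after 15 min compound preincubation, measured as fluorescence increase over three 60 s reads. Values normalized to buffer, DMSO and NSC13755 control wells.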
# POLH inh = DNA polymerase eta (human) inhibition. recombinant Pol eta, fluorescent DNA replication assay. Potency, µM (series often up to 114 µM), for the others: at the highest dose activity change, negative = inhibition, actives largely listed as inhibitors. 390,000 compounds, 1.2% hits. AID 588591; also: % is scaled to controls: 0 for no effect and ±100 for the full control effect
# Target sequence (Q9Y253 whole entry, looked up): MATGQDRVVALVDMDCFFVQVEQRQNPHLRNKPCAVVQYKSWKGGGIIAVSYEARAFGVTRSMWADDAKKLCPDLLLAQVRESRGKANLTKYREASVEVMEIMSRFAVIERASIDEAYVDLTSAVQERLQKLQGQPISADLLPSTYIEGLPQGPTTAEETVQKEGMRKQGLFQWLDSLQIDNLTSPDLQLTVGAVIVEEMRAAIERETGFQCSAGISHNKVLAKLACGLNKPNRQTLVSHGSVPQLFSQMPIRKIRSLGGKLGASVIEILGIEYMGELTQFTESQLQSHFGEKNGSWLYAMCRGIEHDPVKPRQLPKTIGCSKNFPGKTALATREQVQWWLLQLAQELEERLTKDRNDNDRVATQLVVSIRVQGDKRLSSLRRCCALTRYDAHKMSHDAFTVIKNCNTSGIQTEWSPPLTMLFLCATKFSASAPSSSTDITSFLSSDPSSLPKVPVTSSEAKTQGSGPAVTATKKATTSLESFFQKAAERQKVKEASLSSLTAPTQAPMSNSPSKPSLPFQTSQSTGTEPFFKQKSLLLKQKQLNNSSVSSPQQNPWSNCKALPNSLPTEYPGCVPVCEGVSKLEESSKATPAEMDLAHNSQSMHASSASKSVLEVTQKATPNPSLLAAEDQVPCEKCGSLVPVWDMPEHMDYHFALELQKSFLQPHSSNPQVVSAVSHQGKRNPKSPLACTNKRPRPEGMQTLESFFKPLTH
#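 Fluorescent replication assay: 50 nM final substrate added after a 15 min room-temperature compound preincubation with 10 nM enzyme. Signal taken at 0 min and again at 10 min.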
# G9a inh = inhibitors of human histone lysine methyltransferase G9a; G9a H3K9 monomethylation, AlphaScreen, 2 h; AID 504332; 350,000 compounds, 8.8% hits; Q96KQ7; Potency, µM (top dose mostly 102 µM), for inactives: at the highest dose activity, negative = inhibition, most hits filed as inhibitors; also: % is scaled to controls: 0 for no effect and ±100 for the full control effect; nearly all actives have a fitted effect of over 75% in size
#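 AlphaScreen detection with an anti-monomethyl H3K9 antibody quantified product after a 2 h room-temperature reaction containing 500 nM biotinylated H3K9 peptide, 20 µM SAM and 20 nM enzyme, which had been preincubated 15 min with compound.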
# JMJD2A Tudor inh = blocks the human JMJD2A Tudor domain; O75164; AlphaScreen JMJD2A-Tudor / H3K4me3 peptide binding; Potency, µM (top dose mostly 114 µM), inactives show top-dose activity change, negative = inhibition, usual class: inhibitors; 390,000 compounds, 4.4% hits; AID 504339; also: % is scaled to controls: 0 for no effect and ±100 for the full control effect; nearly all actives have a fitted effect of over 50% in size
# POLB inh = DNA polymerase beta (human) inhibition; Potency, µM (highest dose often 114 µM), for inactives: at the highest dose activity change, negative = inhibition, most hits filed as inhibitors; Pol beta primer extension/strand displacement, fluorescence kinetic; P06746; 340,000 compounds, 1.3% hits; also: % is scaled to controls: 0 for no effect and ±100 for the full control effect
#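 Enzyme-only controls used 10 nM Pol beta; buffer lacking enzyme served as negative control. Compound preincubated 15 min, then 50 nM substrate added; 0 and 10 min reads at room temperature.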
# Starred values were filed as active, the others as inactive; u = inconclusive; x = not tested or not shown; & = joins results of further samples; [ ] = another dose, or the depositor's remark. Calls follow the shape of the dose curve; as a rule, active = well fitted curve in the direction sought with a large enough effect; inconclusive = small, poorly fitted or top-dose-only effect, or another doubt; inactive = no such curve, though single readings can be large; an effect the other way counts as inactive or inconclusive. Potency is read from the fitted curve at half-maximal effect. These rows are one share of the data; the hit share may differ from the screen's.
SMILES,BLM helicase inh,BAZ2B inh,POLK inh,Pol iota inh,APE1 inh,POLH inh,G9a inh,JMJD2A Tudor inh,POLB inh
COc1ccccc1NC(=O)c1ccc(NC2=NC3CS(=O)(=O)CC3S2)cc1 (stereo not given),-2%,12%,-1%,-8%,-2%,-12%,x,-6%,0%
O=[N+]([O-])c1ccccc1Nc1c2ccccc2nc2ccccc12,0%,-25%,-20%,35%[activator],0%,-15%,9%,-23%,1%
NNC(=O)c1[nH]c2ccc([N+](=O)[O-])cc2c1-c1ccccc1,-6%,-15%,-3%,-11%,-1%,-5%,u,-29%,9%
Nc1nc(=S)c2[nH]cnc2[nH]1,-13%,-36%,-1%,-1%,1%&18%,-12%,2.2µM*,5.6µM*,x
O=S(=O)(c1ccccc1Cl)N1CCC(Cc2ccccc2)CC1,-10%,27%,-2%,37%[activator],-18%,-12%,114%[activator],67%[activator],47%
CCC(CC)c1nnc(NC(=O)CSCC(=O)Nc2cc(C)on2)s1,x,8%,-5%,9%,-5%,-10%,u,1%,x
COc1ccc(C2=NC(=O)/C(=C\c3cc(OC)c(OC)c(OC)c3)O2)cc1,-9%,6%,7%,13%,2%,-14%,17%[59 µM],-8%,3%
COc1ccccc1CCc1nnc(CCC(=O)N(C)Cc2cccc3ncccc23)o1,-1%,-10%,-5%,14%,12%,-11%,x,-12%,21%
O=C(Nc1cccc([N+](=O)[O-])c1)c1ccc2nc(N3C(=O)CCC3=O)sc2c1,-4%,u,-22%,12%,11%,-11%,11µM*,-24%,21%
COc1ccc(CN(C)C(C)C(=O)Nc2ccc(S(=O)(=O)N3CCCCC3)cc2)c(OC)c1 (stereo not given),x,x,-5%,-14%,-14%,-10%,x,-21%,x
O=C(O)CC/C(=C\c1ccc(N2CCCC2)c([N+](=O)[O-])c1)c1nc2ccccc2s1,u,40µM*,u,u,u,56µM*,13µM*,-35%[57.1 µM],-8%
C=CCn1c(COc2cccc(C)c2)nnc1SC(C)C(=O)NC1CC1 (stereo not given),x,8%,-4%,13%,-4%,-9%,3%[59 µM],-16%,x
COCCCNC(=O)C1CCCN(c2ncnc3onc(C)c23)C1 (stereo not given),2%,10%[57.1 µM],5%,26%,x,-12%,1%[59 µM],-9%,39%
CC1C/C(=N/Nc2nc3ccccc3[nH]2)CC(C)(C)C1 (stereo not given),0%,u,-17%,44%[activator],2%,-15%,25%[59 µM],u,1%
COc1ccc(N(CC(=O)NC2CCCCC2)S(=O)(=O)c2cccnc2)cc1,1%,-3%,-10%,25%,10%,-19%,16%,-20%,32%
Cc1ccc(-n2c(=O)cc(N3CCN(c4ccccc4Cl)CC3)[nH]c2=O)cc1,1%,2%,-5%[60.1 µM],29%,x,-17%,2%[59 µM],-11%,6%
Cc1ccc2c(c1)c1c(n2CC(O)CNC2CCCC2)CCCC1 (stereo not given),0%,45µM*,-10%,8%,3%,-11%,20µM*,18µM*,23%
CC1CCN(CC(=O)N(C)c2c(N)n(Cc3ccccc3)c(=O)[nH]c2=O)CC1,x,-17%,0%,40%[activator],31%,-12%,-9%[0.501 µM],-9%,x
CCOC(=O)c1nnn2c1nc(N1CCN(c3ccccc3)CC1)c1ccccc12,1%,-18%,-1%,35%[activator],2%,-25%,-1%,u,76%
Cc1cc(C)n(-c2ccccc2[N+](=O)[O-])n1,-2%,2%,-4%,-6%,7%,-8%,-4%,-9%,-11%
O=C1Nc2cc(Cl)cnc2N2CCCC12 (stereo not given),-4%,-2%,4%,19%,-7%,-1%,8.9µM*,-35%,-4%
Fc1ccc(CO/N=C/C2=C(Cl)c3ccccc3CC2)cc1,-4%,322%[activator],-10%,10%,-2%,-4%,19%[12.7 µM],468%[activator],1%
CC(=O)Nc1ccc2nc(NC(=O)c3ccc([N+](=O)[O-])s3)sc2c1,-6%,-13%,x,x,u,x,x,x,u
O=[N+]([O-])c1ccc(C2CCCC/C2=N\OCc2cccc(F)c2)c([N+](=O)[O-])c1 (stereo not given),-7%,u,-5%,20%,-9%,-13%,u,u,34%
NC(=O)c1ccc(-c2noc(-c3cccc(Cl)c3)n2)cc1,x,12%,0%,58%[activator],-12%&-19%,-9%,12%[0.501 µM],-23%,x
CCOCc1c(C(=O)Nc2cc(OCC)c(N3CCOCC3)cc2OCC)oc2ccccc12,-2%,1%,-2%,110%[activator],1%,-23%,u,u,-1%
COc1cc(CN2CCCC(C)C2)cc([N+](=O)[O-])c1O (stereo not given),-1%,-9%,-7%,-1%,1%,-7%,-19%[59 µM],-11%,17%
O=C(c1cccc2ccccc12)C1CCCN(C(=O)c2ccc(N3CCOCC3)cc2)C1 (stereo not given),-2%,u,-6%,43%[activator],1%,-7%,x,u,4%
O=C(NCC(c1cccs1)S(=O)(=O)c1cccs1)c1ccccc1F (stereo not given),-1%,0%,-16%[60.1 µM],17%,x,-22%,4%[59 µM],-1%,1%
O=C(COc1ccc(S(=O)(=O)N2CCOCC2)cc1)NCCCn1ccnc1,2%,-4%,4%,93%[activator],17%,5%,-7%,-6%,23%
CC1(C)CC(=O)C2=C(C1)NC1=C(C(=O)c3ccccc31)C2c1cc([N+](=O)[O-])ccc1O (stereo not given),-16%,u,-21%,56%[activator],-3%,-15%,u,u,1%
O=C(Nc1cccc(C(F)(F)F)c1)C(Sc1n[nH]c(=O)[nH]c1=O)c1ccccc1 (stereo not given),-16%,u,-11%,37%[activator],6%,-22%,-34%,-7%,-3%
CC(CC(=O)Nc1ccccc1C(F)(F)F)c1ccccc1 (stereo not given),-3%,-4%,-15%,1%,1%,-18%,-8%[59 µM],-7%,26%
O=C(Cc1ccccc1)Nc1c(C(=O)c2ccccc2)oc2ccccc12,-4%,13%,-6%,8%,x,8%,71%[activator][59 µM],32%[activator],4%
COc1ccccc1NC(=O)Cn1c(=O)n(Cc2ccco2)c(=O)c2cccnc21,-4%,-4%,u,-17%,x,-2%,-4%[59 µM],-13%,20%
CC(C)NC(=O)CSc1nc(N)c(-c2ccccc2)c(=O)[nH]1,-1%,-23%,-6%,21%,5%,1%,-9%,-21%,-24%
CCOc1ccc(N2CC(C(=O)N3CCc4ccccc4C3)CC2=O)cc1 (stereo not given),-4%,-3%,-11%,2%,-8%,-8%,-30%,-6%,41%
Cn1nc(C(=O)NCc2ccccc2CN2CCCC2)c2ccccc2c1=O,x,6%,4%,28%,13%,-12%,-51%,-8%,x
Cn1c(=O)c(-c2ccccc2)cc2ccccc21,x,x,-12%,-3%,x,-15%,x,13%,x
COc1ccc(CNc2nc3ccccc3n2CCN2CCCCC2)cc1,-4%,-29%,-2%,7%,6%,-13%,u,-17%,23%
CCN(CC)S(=O)(=O)c1cc(NC(=O)Cc2ccsc2)ccc1C,-6%,4%,0%,15%,-4%,-10%,-12%,-5%,8%

# Compounds from the list above containing a halogen:
SMILES,BLM helicase inh,BAZ2B inh,POLK inh,Pol iota inh,APE1 inh,POLH inh,G9a inh,JMJD2A Tudor inh,POLB inh
O=S(=O)(c1ccccc1Cl)N1CCC(Cc2ccccc2)CC1,-10%,27%,-2%,37%[activator],-18%,-12%,114%[activator],67%[activator],47%
Cc1ccc(-n2c(=O)cc(N3CCN(c4ccccc4Cl)CC3)[nH]c2=O)cc1,1%,2%,-5%[60.1 µM],29%,x,-17%,2%[59 µM],-11%,6%
O=C1Nc2cc(Cl)cnc2N2CCCC12 (stereo not given),-4%,-2%,4%,19%,-7%,-1%,8.9µM*,-35%,-4%
Fc1ccc(CO/N=C/C2=C(Cl)c3ccccc3CC2)cc1,-4%,322%[activator],-10%,10%,-2%,-4%,19%[12.7 µM],468%[activator],1%
O=[N+]([O-])c1ccc(C2CCCC/C2=N\OCc2cccc(F)c2)c([N+](=O)[O-])c1 (stereo not given),-7%,u,-5%,20%,-9%,-13%,u,u,34%
NC(=O)c1ccc(-c2noc(-c3cccc(Cl)c3)n2)cc1,x,12%,0%,58%[activator],-12%&-19%,-9%,12%[0.501 µM],-23%,x
O=C(NCC(c1cccs1)S(=O)(=O)c1cccs1)c1ccccc1F (stereo not given),-1%,0%,-16%[60.1 µM],17%,x,-22%,4%[59 µM],-1%,1%
O=C(Nc1cccc(C(F)(F)F)c1)C(Sc1n[nH]c(=O)[nH]c1=O)c1ccccc1 (stereo not given),-16%,u,-11%,37%[activator],6%,-22%,-34%,-7%,-3%
CC(CC(=O)Nc1ccccc1C(F)(F)F)c1ccccc1 (stereo not given),-3%,-4%,-15%,1%,1%,-18%,-8%[59 µM],-7%,26%
